ARNT-TACC3 inh = disruptors of ARNT/TACC3 protein interaction, primary screen, biochemical, AlphaScreen, single concentration; Transforming acidic coiled-coil-containing protein 3 (Homo sapiens), Q9Y6A5; hit rate 0.66% among 390,000; inhibition, % at 9.99 µM; AlphaScreen His-ARNT PAS-B/GST-TACC3 binding, luminescence; TACC3 fragment carries E629A point mutation; AID 623870, 2012;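 active = mean inhibition of replicates at least 50% and at least half of replicates each reaching 50%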;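 also: 0% = complete ARNT plus TACC3 wells and 100% = ARNT alone without TACC3; many hits fall short of the cut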
LGR2 inh = inhibitors of bursicon-induced LGR2 CRE-luciferase signal, primary screen, cell-based, HEK293, CRE-luciferase reporter, bursicon stimulation; Drosophila bursicon receptor LGR2 (rickets); inhibition, % at 9.99 µM; AID 720647, 2013; bursicon-stimulated, 4 h; hit rate 0.35% among 380,000;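 active = drop in luminescence signal, shown as inhibition above about 50% in the replicate tests, limit read from the data, passing the limit was not always enough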;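 also: agonist challenge used bursicon conditioned medium at about half maximal strength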
C2C12 statin = suppressors of statin myotoxicity in C2C12 myotubes, primary screen, cell-based, single point, plate reader; C2C12 myotubes + simvastatin, ATP luminescence, 48 h; scaled: DMSO 0, geranylgeraniol control 100; rescue of ATP level, % at 7.49 µM; hit rate 0.78% among 330,000; AID 602340, 2012;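 active = mean ATP rescue above about 67%, or every replicate alone reaching that limit, limit read from the data, passing the limit was not always enough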;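 also: myotubes were challenged with 10 µM simvastatin during compound exposure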
PAX8 reporter = inhibitors of PAX8-driven TPO luciferase reporter, primary screen, RMG-I cells, single concentration; SteadyGlo, 24 h; inhibition, % at 12.6 µM; hit rate 1.2% among 360,000;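 active = mean replicate inhibition at least 60% with every replicate also reaching 60%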;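 also: luciferase light reporting Pax8 driven TPO promoter activity; plate controls were median of neutral control wells for no effect and mitoxantrone controls for full effect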
Cneo AK release = Cryptococcus neoformans cell lysis inducers, primary screen, AK release luminescence, single concentration | C. neoformans lysis, adenylate kinase release luminescence, 4 h; normalised: neutral wells 0, clomiphene wells 100 | lysis activity, % at 15 µM | hit rate 0.2% among 360,000;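 active = mean lysis activity across replicates of at least 80%, whatever share of replicates individually reach that level; inactive = mean lysis activity below 80%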
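Signal: Adenylate kinase release luminescence | Assay system: Log-phase Cryptococcus neoformans yeast cells | Input: Cells at 5 × 10^6 per mL | Buffer or medium: Fresh YPD growth medium | Compound: Single dose | Schedule: Static 4 h at 37 °C with compound, 1 h detection | Controls: Clomiphene | Read-out: Luminescence rise reflecting yeast cell lysis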
PGC1a acetyl inh = inhibitors of PGC1a acetylation signal, primary screen, cell-based, U2OS, AlphaScreen, inhibitor mode; AlphaScreen anti-acetyl-lysine; with virally co-expressed GCN5 acetyltransferase; hit rate 0.17% among 350,000; AID 651687, 2012; inhibition, % at 15.6 µM;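 active = every replicate shows inhibition of at least 40%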;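 also: 0% = neutral control wells and 100% = positive control wells; some results beyond the cut were filed as inactive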
GSIS activator = GLuc luminescence reporter in INS-1E cells, primary screen for activators of glucose-dependent secretion of insulin | INS-1E GLuc reporter insulin secretion, 2-3 h | hit rate 0.61% among 370,000 | AID 743287, 2014 | activation, % at 16.6 µM;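 active = lowest replicate activation of at least 40%, so every replicate reaches that level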;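 also: 0% = median of neutral control wells and 100% = median of IBMX positive control wells; some compounds called inactive have numbers as strong as hits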
PglD DTNB = C. jejuni PglD acetyltransferase inhibitors, primary screen, biochemical, DTNB colorimetric, single point. AID 602405, 2012. UDP-N-acetylbacillosamine N-acetyltransferase PglD (Campylobacter jejuni). inhibition, % at 12.5 µM. hit rate 0.098% among 360,000. purified PglD enzyme, DTNB colorimetric CoA detection; in the data active = inhibition above about 16%, passing the limit was not always enough; also: strong numbers were not always called active
Starred values were filed as active, the others as inactive; . = not tested or not shown; & = joins results of further samples.

SMILES	ARNT-TACC3 inh	LGR2 inh	C2C12 statin	PAX8 reporter	Cneo AK release	PGC1a acetyl inh	GSIS activator	PglD DTNB
CC1CCN(C(=O)CSc2nc3ncccc3[nH]2)CC1	-6	-16	4	-19	2	1	8	-1
Nc1cc(=O)[nH]c(=O)n1Cc1ccccc1	-2&1	1	6	-10&-6	-2&-8	3&6	-1	-2&2
COCCN1C(=O)c2oc3ccccc3c(=O)c2C1c1ccc(O)c(OC)c1 (stereo not given)	-2	19	11	13	-1	-1	5	5
O=C1C2=C(NC(=S)NC2c2ccc(Cl)cc2)NC(c2ccc(Cl)cc2)N1c1ccc(Cl)cc1 (stereo not given)	9	.	41	6	0	-2	.	-5
CC(=O)c1ccc(S(=O)(=O)N(CCCO)Cc2cc3cc4c(cc3[nH]c2=O)OCCO4)cc1	-4	9	10	7	-1	.	15	4
CC1=Nn2c(nnc2-c2cc(C)[nH]n2)SC1	5	.	22	.	1	-6	.	5
CCc1ccc(NC(=O)CCS(=O)(=O)c2ccc3c(c2)CCN3C(C)=O)cc1	2	-6	-4	14	16	-20	-5	-2
CCOC(=O)C(=O)N(C)c1c(CC)nc2c(OCc3ccc(OC(F)F)cc3)cccn12	.	13	15	-16	-1	-4	.	-1
CCc1nc2oc3cc(OC)ccc3c(=O)c2c(=O)n1Cc1ccco1	9	.	8	21	0	5	.	-1
COc1ccc(-c2noc(-c3cccc(OC)c3OC)n2)cc1OC	-6	-82	17	-241	-3	0	11	0
O=C(Nc1ccccc1C(=O)Nc1nnc(C(F)(F)F)s1)c1ccccc1Cl	-11	25	.	63*	.	.	-56	.
Cc1ccc(Oc2ccc(C=O)cn2)cc1	-5	-3	.	6	.	-4	31	.
CC(C)(C)n1nnnc1C(c1ccccn1)N1CCN(C(c2ccccc2)c2ccccc2)CC1 (stereo not given)	1	10	5	14	0	-1	-1	-2
C[C@H](CO)N1C[C@H](C)[C@H](CN(C)S(C)(=O)=O)OCCCC[C@H](C)Oc2ccc(NC(=O)Nc3ccc(C(F)(F)F)cc3)cc2C1=O	2	-1	.	-18	0	-6	8	4
COc1ccc(N2CCN(C(=O)c3ccc(CS(=O)(=O)c4ccc(Br)cc4)o3)CC2)cc1	-9	12	-27	1	2	-4	-2	-3
CCCCCN(C(=O)CCC(=O)OCC(=O)c1cccc(OC)c1)c1c(N)n(CCCC)c(=O)[nH]c1=O	.	4	1	10	-1	.	-28	3
CCCOc1ccc(-c2nc(-c3ccc([N+](=O)[O-])cc3)cs2)cc1	-13	-4	-20	-7	0	.	7	-3
COc1ccc(CNC(=O)C[C@@H]2C=C[C@H](NS(=O)(=O)c3cccc(OC)c3)[C@H](CO)O2)cc1	6	3	8	.	-4	-4	-1	8
COc1ccccc1/C=C/c1onc(C)c1S(=O)(=O)N1CCC(C(=O)NC(C)C)CC1	1	-16	13	3	0	.	-46	-8
COc1cc(C)ccc1OCC(=O)Nc1nnc(C2CC2)s1	-23	-4	7	-38	-1	.	13	3
Cc1csc(=O)n1CC(=O)OC(C)C(=O)Nc1ccc(F)c(F)c1F (stereo not given)	5	-27	-8	12	.	.	-11	.
COc1ccc(NC(=O)Nc2ccc3c(c2)C(=O)N([C@@H](C)CO)C[C@@H](C)[C@H](CN(C)Cc2ccccc2)OCCCC[C@H](C)O3)cc1	7	0	.	-17	-2	-2	-15	0
CC(C)(C)OC(=O)C[C@H]1C/C=C\C[C@H](CC(=O)NCCO)C(=O)NC[C@@H](c2ccccc2)OC1=O	-11	-1	5	3	2	.	2	-2
COc1cc2c(cc1OC)C(COc1ccc(F)cc1)N(C(=O)c1ccco1)CC2 (stereo not given)	1	.	17	.	1	-20	.	-3
COc1ccc(S(=O)(=O)N(C)C[C@@H]2Oc3c(NC(=O)NC(C)C)cccc3C(=O)N([C@@H](C)CO)C[C@H]2C)cc1	-10	-8	.	.	-1	5	-10	-2
(list continues)
SMILES	ARNT-TACC3 inh	LGR2 inh	C2C12 statin	PAX8 reporter	Cneo AK release	PGC1a acetyl inh	GSIS activator	PglD DTNB
COc1ccccc1N(CC(O)CN1C(C)CCCC1C)S(=O)(=O)c1ccccc1 (stereo not given)	6	-1	-5	-11	3	.	6	0
C[C@@H]1CN([C@H](C)CO)C(=O)c2cc(C#CC3(O)CCCC3)cnc2O[C@@H]1CN(C)C(=O)Cc1cccnc1	.	10	5	-18	.	18	0	.
COc1ccc(S(=O)(=O)Nc2ccc3c(c2)C(=O)N([C@@H](C)CO)C[C@H](C)[C@H](CN(C)S(=O)(=O)c2cccs2)OCCCC[C@@H](C)O3)cc1	-4	-15	43	-5	-1	4	12	-2
COC(=O)COc1ccc(S(=O)(=O)Nc2ccccc2C(=O)OC)cc1	-12	2	24	.	3	-7	8	-1
Cc1ccc(S(=O)(=O)N2[C@@H](c3ccc4c(c3)OCO4)C(C(=O)O)=C[C@H]2C(C)(C)C)cc1	-2	-2	1	4	9	1	-4	-2
COc1ccc(C(CC(=O)c2ccccc2)C2CCCCC2=O)cc1 (stereo not given)	-2	-8	.	-11	5	-8	-13	2
Cc1cc(C)cc(C(=O)NCCC(=O)NCc2cc(=O)n(C)c(=O)n2C)c1	-1	9	27	7	0	2	25	2
O=C1CN(S(=O)(=O)c2ccc(Cl)cc2)CC(=O)N1CCc1ccccc1	-4	.	-4	.	2	.	.	-6
COc1ccc(Cl)cc1CN1CCN(c2nc(C)cc(C)c2C#N)CC1	-3	.	24	.	-5	-5	.	13
Fc1ccc(COc2ccc(Cl)cc2/C=N/Nc2nc(N3CCCC3)nc(N3CCCC3)n2)cc1	1	.	.	.	3	-1	.	7
CC(C)NC(=O)Nc1cccc2c1O[C@@H](CN(C)C(=O)NC(C)C)[C@H](C)CN([C@H](C)CO)C2=O	-8	5	13	-10	-4	-3	2	1
O=S(=O)(c1cccc(-c2nc3n(n2)Cc2ccccc2-3)c1)N1CCCC1	.	-7	9	.	-3	.	14	3
CC(C)NS(=O)(=O)c1ccc(CCC(=O)N2CCCCC2)cc1	-5	.	.	15	.	-2	-7	.
CCN(CC)C(=O)c1cn(-c2cccc(OC)c2)c(=O)c2ccccc12	-14	1	-1	2	-2	.	.	-3
OCC[C@@H]1C[C@H](O)[C@@H](O)[C@@]2(OCc3ccc(CO)cc32)O1	.	3	3	2	0	-6	5	6
Cc1ccc(CCN2CC(C(=O)NC3CCCC3)CC2=O)cc1 (stereo not given)	-8	.	3	.	2	2	.	-22
O=C(CSc1nnc(-c2ccccc2F)o1)N1CCCC1	-5	-21	-2	-13	12	2	11	3
O=C(c1ccc2nc(N3CCOCC3)sc2c1)N1CCN(C(=O)c2ccco2)CC1	0	-2	-7	12	-2	-13	6	.
O=c1oc(CCCO)cc2ccc(/C=C/c3cccc([N+](=O)[O-])c3)cc12	2	-120	-20	-79	-2	2	12	9
O=C(Nc1nc(-c2ccc(Cl)cc2Cl)cs1)c1ccc(OCC2CCCO2)cc1 (stereo not given)	0	8	.	7	1	24	-5	1
COC(=O)c1ccc2nc(-c3ccc(C)cc3)c(CC3CCCCC3)n2c1	.	-20	19	3	-1	1	-16	2
Cc1cccc(CCN2C(N(C)C)=NC[C@@H]2C)c1	-2	-2	-18	-13	1	-5	22	3
Cc1ccc(S(=O)(=O)N2CCCOC2CNC(=O)C(=O)NCc2ccncc2)cc1 (stereo not given)	0	27	.	-16	.	.	6	.
CN(C[C@@H]1N[C@H](CO)[C@H]1c1ccccc1)C(=O)c1ccccn1	-12	11	-13	-20	3	-2	3	5
Cc1c(NC(=O)COC(=O)c2ccccc2Cl)c(=O)n(-c2ccccc2)n1C	22	10	.	11	.	-2	12	.

Four entries from above, ordered by molar mass, smallest number first.
SMILES	ARNT-TACC3 inh	LGR2 inh	C2C12 statin	PAX8 reporter	Cneo AK release	PGC1a acetyl inh	GSIS activator	PglD DTNB
Cc1ccc(CCN2CC(C(=O)NC3CCCC3)CC2=O)cc1 (stereo not given)	-8	.	3	.	2	2	.	-22
CC(C)NS(=O)(=O)c1ccc(CCC(=O)N2CCCCC2)cc1	-5	.	.	15	.	-2	-7	.
Cc1cc(C)cc(C(=O)NCCC(=O)NCc2cc(=O)n(C)c(=O)n2C)c1	-1	9	27	7	0	2	25	2
C[C@@H]1CN([C@H](C)CO)C(=O)c2cc(C#CC3(O)CCCC3)cnc2O[C@@H]1CN(C)C(=O)Cc1cccnc1	.	10	5	-18	.	18	0	.

Next part.
SMILES	ARNT-TACC3 inh	LGR2 inh	C2C12 statin	PAX8 reporter	Cneo AK release	PGC1a acetyl inh	GSIS activator	PglD DTNB
O=C1NCCCC1C(=O)NCCN1C(=O)CCC1=O (stereo not given)	-13	0	0	.	0	-19	6	-1
O=C(Nc1c(F)cccc1F)c1cnc(N2CCN(c3ccccn3)CC2)c2ccccc12	-3	.	-32	33	-1	-3	.	1
Oc1c(CN2CCN(c3ccccc3)CC2)cc(Br)c2cccnc12	59*	15	23	85*	0	19	-44	-1
O=C(O)c1cc(C(=O)C2CC2)c[nH]1	-25	-49	.	-12	.	13	2	.
O=C(C[C@@H]1CC[C@@H]2[C@H](COC[C@@H](O)CN2Cc2ccc(F)cc2)O1)NCc1ccncn1	-1	-6	6	-11	0	-3	20	-1
Cc1ccc(-c2cc(=O)[nH]c3ccccc23)cc1	2	-22	-25	.	-4	1	1	3
Cc1noc(C)c1NC(=O)Nc1ccc2c(c1)C(=O)N([C@H](C)CO)C[C@H](C)[C@H](CN(C)CC1CCCCC1)OCCCC[C@H](C)O2	-6	18	.	.	3	-1	-4	2
Cc1ccc(C(C)C)cc1OCC(=O)Nc1ccccc1N1CCCC1	.	2	2	9	4	.	-1	-6
CCn1cc(C(=O)NCCCOC)c2cc(OC)c(OC)cc2c1=O	-13	.	1	.	4	-11	.	1
CS(=O)(=O)N1CC(=O)N2[C@H](C1)[C@H](c1ccc(C#CCc3ccccc3)cc1)[C@@H]2CO	.	-3	.	18	.	-10	-13	.
CCC(=O)N(C)C[C@H]1Oc2cc(C#CCC3CCCC3)ccc2S(=O)(=O)N([C@H](C)CO)C[C@@H]1C	-3	18	-13	20	-3	1	-13	-1
COc1ccc(NC(=O)Nc2ccc3c(c2)C(=O)N([C@@H](C)CO)C[C@@H](C)[C@H](CN(C)C(=O)Nc2ccc(C(F)(F)F)cc2)O3)cc1	.	-6	60	.	-1	4	-6	6
CC(=O)Nc1ccc2c(c1)C(=O)N(C)[C@@H]1CC[C@H](CC(=O)NCc3ccc4c(c3)OCO4)O[C@@H]1CO2	-10	-6	-18	14	2	-2	0	-4
CC(C)CNC(=O)c1cccc(NC(=O)Cc2ccc(Br)cc2)c1	0	12	.	-8	4	-1	-7	6
NC(=O)CC(NC(=O)Cc1ccc(Cl)cc1)c1ccc(NC2CCN(Cc3ccccc3)CC2)c([N+](=O)[O-])c1 (stereo not given)	3	.	-10	-20	-3	.	4	3
Cc1ccn(C(C)CC(=O)N2CCc3ccccc32)n1 (stereo not given)	4	11	7	15	1	4	30	2
CS(=O)(=O)c1ccc(Cl)c(C(=O)Nc2ccc3nc(N4CCOCC4)sc3c2)c1	2	-20	-1	33	2	-2	8	-2
COc1cc(/C=C2\C(=N)N3N=C(S(C)(=O)=O)SC3=NC2=O)ccc1OC(=O)c1cccs1	8	7	4	-6	8	.	-16	-7
Cc1noc(C)c1S(=O)(=O)N(C)C[C@@H]1OCCCC[C@H](C)Oc2ccc(NC(=O)c3ccccc3)cc2C(=O)N([C@H](C)CO)C[C@@H]1C	-7	16	.	5	1	-25	-9	3
